Screening data deposited in PubChem by several laboratories.
TNF necrop inh – inhibitors of TNF-alpha triggered necroptosis, primary screen, cell-based, Jurkat FADD-/-, single concentration; Jurkat FADD-/- TNF necroptosis rescue, ATP luminescence, 24 h; 0 = TNF only, 100 = no-TNF cells; activation (protection from cell death), % at 10 µM; actives 0.068% (n = 220,000);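 active = activation, meaning protection from cell death, of at least 50% relative to plate controls; inactive = activation below 50%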;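 note: necroptosis triggered by 40 ng/mL TNF-alpha added together with compound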
TRPN1 ag – zebrafish TRPN1 channel agonists, primary screen, cell-based, HEK293, calcium fluorescence. HEK293 zebrafish TRPN1-YFP, Fluo-8 calcium fluorescence; 100% = response to 87 µM carbachol. activation, % at 3 µM. actives 0.18% (n = 220,000). AID 1424, 2008;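 active = activation above its plate's cutoff, the mean activation of test wells on that plate plus 3 SD, cut at about 19% in these data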;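 note: 0% = DMSO alone and 100% = 87 µM carbachol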
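Material: zebrafish TRPN1-YFP in HEK293 cells; Doses: single test compound dose, 3 µM nominal, 0.3% DMSO; Timing: dye loading 1 h at 37 °C, then 30 min room temperature; Technique: intracellular calcium fluorescence with Fluo-8; Benchmarks: high carbachol 87 µM, low DMSO alone.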
PPC-1+TRAIL kill – compounds killing PPC-1 cancer cells with TRAIL present, primary screen, TRAIL potentiator project, ATPLite luminescence, uHTS. cell killing (% activity), % at 4 µM. actives 0.41% (n = 220,000). PPC-1 cells + TRAIL, ATPLite viability luminescence;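 active = cell killing above 50% in the first pass at 4 µM, then a duplicate retest at 5 µM averaging 50% or more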;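 note: plate controls were cells with TRAIL plus DMSO for no effect and medium-only wells lacking cells for full effect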
BaF3 tox – parental Ba/F3 cell viability inhibition, counter-screen for JAK2V617F inhibitor project, murine pro-B, CellTiter-Glo luminescence | CellTiter-Glo ATP luminescence | inhibition, % at 5.6 µM | actives 1.1% (n = 220,000) | AID 1486, 2009;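 active = inhibition above a per-campaign cutoff, the mean inhibition of all tested compounds plus 3 SD, cut at about 27% in these data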;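 note: 0% = DMSO wells and 100% = JAK Inhibitor I control wells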
CHOP inh – inhibitors of CHOP promoter induction, primary screen, cell-based, unfolded protein response, luciferase reporter; CHO-K1 CHOP-promoter luciferase, tunicamycin-induced, 15-18 h; inhibition, % at 10 µM; actives 3.8% (n = 220,000);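 active = compounds that reduced the stress-induced luciferase reporter signal by more than about 70% of percent inhibition, limit read from the data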;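 note: 0% = tunicamycin plus vehicle and 100% = wells without tunicamycin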
TRPML3 ag – human TRPML3 channel agonists, primary screen, cell-based, HEK293 TRPML3-YFP, Fluo-8 calcium fluorescence, 3 µM; Mucolipin-3 (Homo sapiens), Q8TDD5; AID 1448, 2008; 100% = the carbachol control signal; activation, % at 3 µM; actives 0.29% (n = 220,000);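 active = activation above its plate's cutoff, the mean activation of the plate's test wells plus 3 SD, cut at about 12% in these data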;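 note: 0% = DMSO only wells and 100% = carbachol wells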
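Test system – HEK293 line with stable expression of human TRPML3-YFP channel · Control set – carbachol 87 µM final as high control (100%), DMSO as low control (0%) · Signal – Fluo-8 calcium dye fluorescence, ex 470-495, em 515-575 nm · Incubation – 1-h 37 °C dye load, 5-s basal, 120-s post-compound reads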
Ba/F3 V617F tox – reduced viability of JAK2V617F-dependent Ba/F3 cells, primary screen, JAK2V617F inhibitor project, cell-based, Ba/F3 EpoR-JAK2V617F, luminescence | actives 1.1% (n = 220,000) | inhibition, % at 5.6 µM | ATP luminescence;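 active = inhibition above the campaign mean plus 3 SD over all tested compounds, cut at about 24% in these data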;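 note: cytokine-independent growth of Ba/F3 cells driven by EpoR plus mutant JAK2; 0% = DMSO-treated cells and 100% = JAK inhibitor I control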
Wee1 degr inh – Wee1 degradation inhibitors, primary screen, cell-based, HeLa, Wee1K328M-luciferase, luminescence. HeLa Luc-Wee1K328M stability; 100% = proteasome inhibitor MG132 effect. reporter increase, % at 5 µM. actives 1.2% (n = 220,000). AID 1321, 2008;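 active = activation above the mean of all tested compounds plus 3 SD, set per screening run, cut at about 8.8% in these data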;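 note: cells exposed to compound for 20 h before luminescence read; 0% = DMSO alone and 100% = MG132 at 30 µM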
Target sequence (P30291 whole entry K328M): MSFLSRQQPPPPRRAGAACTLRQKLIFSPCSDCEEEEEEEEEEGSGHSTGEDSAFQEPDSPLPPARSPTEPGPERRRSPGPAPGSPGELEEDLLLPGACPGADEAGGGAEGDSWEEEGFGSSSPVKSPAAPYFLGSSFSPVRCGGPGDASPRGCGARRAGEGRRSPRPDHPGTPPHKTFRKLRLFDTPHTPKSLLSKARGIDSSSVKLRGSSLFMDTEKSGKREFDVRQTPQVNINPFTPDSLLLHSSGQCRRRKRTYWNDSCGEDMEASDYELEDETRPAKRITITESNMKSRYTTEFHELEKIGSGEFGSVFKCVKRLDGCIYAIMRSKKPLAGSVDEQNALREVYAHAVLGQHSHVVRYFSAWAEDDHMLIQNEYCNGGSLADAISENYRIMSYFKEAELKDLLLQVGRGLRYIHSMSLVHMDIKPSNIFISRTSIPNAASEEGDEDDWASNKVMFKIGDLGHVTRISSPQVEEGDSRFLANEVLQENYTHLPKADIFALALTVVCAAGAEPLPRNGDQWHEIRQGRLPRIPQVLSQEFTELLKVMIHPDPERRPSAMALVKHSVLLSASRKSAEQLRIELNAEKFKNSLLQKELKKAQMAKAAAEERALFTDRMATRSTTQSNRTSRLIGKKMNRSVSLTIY
RBBP9 inh – human RBBP9 inhibitors, primary screen, biochemical, fluorescence polarization, FP-Rh probe, HTS | actives 0.2% (n = 220,000) | AID 1515, 2009 | Serine hydrolase RBBP9 (Homo sapiens), O75884 | recombinant RBBP9 | inhibition, % at 7.94 µM;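 active = inhibition above the campaign mean of all tested compounds plus 3 SD, cut at about 14% in these data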;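 note: plate controls were DMSO wells with RBBP9 for no effect and wells lacking RBBP9 protein for full effect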
Target sequence (O75884 whole entry, looked up): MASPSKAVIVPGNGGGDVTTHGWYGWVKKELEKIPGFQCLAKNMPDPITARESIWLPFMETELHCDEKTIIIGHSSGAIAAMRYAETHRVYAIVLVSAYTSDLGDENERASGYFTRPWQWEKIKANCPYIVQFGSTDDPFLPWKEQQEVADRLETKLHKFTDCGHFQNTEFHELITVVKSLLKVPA
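Measured by – fluorescence polarization · Test system – RBBP9 protein · Input – 2.5 µM RBBP9 dispensing solution, before mixing · Measure – percent inhibition from mP, scaled between DMSO and no-protein wells · Benchmarks – DMSO-treated enzyme wells and wells lacking RBBP9 · Times – preincubation 30 min plus labeling 45 min at 25 °C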
An asterisk follows results filed as active.

SMILES | TNF necrop inh | TRPN1 ag | PPC-1+TRAIL kill | BaF3 tox | CHOP inh | TRPML3 ag | Ba/F3 V617F tox | Wee1 degr inh | RBBP9 inh
Cc1cc(NC(=O)CSc2nc(C3CCCCC3)nc3ccccc23)no1 | -0.3 | -0.2 | 0 | 4 | 35 | -0.3 | 4 | 1 | -7
O=C(OCc1cccs1)c1ccccc1NS(=O)(=O)c1ccc2c(c1)OCCO2 | -1.5 | -1.2 | 11 | 0 | 21 | -0.7 | -4 | -3 | -15
Cc1c(C(=O)Nc2ccc(F)cc2)cn2c(nc3ccccc32)c1C#N | 1.9 | 0.9 | 5 | -5 | 55 | 0.7 | -2 | 1 | -1
COc1ccc(NC(=O)c2[nH]c(C)c(C(C)=O)c2C)cc1 | -0.4 | 0.5 | -7 | 0 | -30 | 0.9 | 0 | 8 | -4
COc1ccc(N2CCN(CCCNC(=O)CC3Oc4ccc(C)cc4NC3=O)CC2)cc1 (configuration not stated) | 0.3 | -1.2 | 0 | 5 | -9 | 0.3 | 4 | -3 | -13
COc1ccc(N(C(=O)c2ccn[nH]2)C(C(=O)NC(C)(C)C)c2ccc(F)cc2)cc1 (configuration not stated) | -1.3 | -0.6 | 23 | 5 | -15 | 0.7 | 0 | 2 | -11
CC1CCCC(NC(=O)c2n[nH]c(=O)c3ccccc23)C1C (configuration not stated) | 2.5 | -1.0 | -2 | 2 | -16 | -0.5 | -2 | -3 | -4
C=CCOC(=O)C(=O)/C=C/c1csc2ccccc12 | -0.1 | 0.0 | 20 | 2 | 20 | 0.8 | -4 | -1 | -2
CC(=O)Nc1cc2c(cc1NC(=O)c1cnccn1)OCCO2 | -0.5 | -0.4 | -12 | 0 | 17 | 1.5 | -5 | -3 | -5
O=C(COC(=O)c1cc(=O)[nH]c2ccccc12)Nc1nc(-c2cccc(Br)c2)cs1 | -1.0 | -1.3 | 19 | 3 | 12 | 0.5 | -3 | 6 | -1
COc1cccc(NC(=O)C2CC(=O)N=C(N)S2)c1 (configuration not stated) | -1.5 | 0.3 | 28 | 3 | 0 | 0.4 | 4 | 2 | 7
O=C(c1ccc(CS(=O)(=O)c2cccc(C(F)(F)F)c2)o1)N1CCN(c2ccccn2)CC1 | -3.1 | 1.1 | 10 | 2 | 12 | 0.2 | 0 | 1 | -10
CCCCOC(=O)CSc1nnc(-c2ccc(Cl)cc2Cl)o1 | 0.3 | -0.6 | 1 | 4 | 71* | -0.1 | 2 | 2 | -9
S=C(N/N=C/c1ccc2ncccc2c1)Nc1cccnc1 | 1.5 | -0.5 | 12 | 12 | 35 | 0.8 | 3 | 1 | 1
Cn1c(=O)c2cc(S(=O)(=O)NC(C(=O)N3CCCCCC3)c3ccccc3)ccc2n(C)c1=O (configuration not stated) | -1.5 | 1.5 | 22 | 7 | 12 | 0.0 | -1 | 1 | 0
CC(=O)Nc1ccccc1C(F)(F)F | -0.5 | -0.2 | 0 | -2 | -2 | 1.0 | -3 | -1 | -11
O=[N+]([O-])c1cccc(-c2nnn(C34CC5CC(CC(C5)C3)C4)n2)c1 | -0.8 | 0.2 | 15 | 7 | -53 | 0.3 | -2 | -1 | -2
COCCCNCCOCCOc1ccc(C)cc1[N+](=O)[O-] | -3.6 | -0.5 | 17 | 4 | -16 | 1.1 | 2 | 0 | 0
Cc1ccccc1C(=O)Nc1ccc(Br)c(C)n1 | -0.2 | -0.7 | 16 | 0 | 46 | -0.1 | 2 | 0 | -10
Cc1ccc(S(=O)(=O)N2CCN(C(=O)CSc3nc4ccccc4c(=O)[nH]3)CC2)c(C)c1 | -1.9 | 0.1 | 11 | 2 | 39 | -0.2 | 2 | 2 | -4
Cc1[nH]c(=S)c(C#N)c(-c2ccccc2)c1C(=O)Nc1ccccc1 | 2.0 | 1.6 | 0 | -2 | 6 | 0.6 | -2 | -1 | 2
COc1ccc2c(C)cc(C)nc2n1 | 3.6 | -0.9 | 2 | -4 | 1 | 1.4 | 1 | -3 | 0
CCCN1C/C(=C/c2ccc3c(c2)OCO3)C(=O)/C(=C/c2ccc3c(c2)OCO3)C1 | -11 | -0.6 | 1 | 3 | 97* | 0.4 | -2 | 2 | -3
Cc1ccc(N(CC(=O)O)C2SC(=O)NC2=O)cc1 (configuration not stated) | -0.3 | 0.4 | 15 | 2 | -30 | 0.4 | -2 | 2 | -8
O=C(CN1C(=O)c2ccccc2S1(=O)=O)N1CCc2ccccc2C1 | -1.6 | 1.3 | 27 | 1 | 51 | 0.2 | 0 | -2 | -5

6 compounds already listed, sorted by SMILES length, ascending:
SMILES | TNF necrop inh | TRPN1 ag | PPC-1+TRAIL kill | BaF3 tox | CHOP inh | TRPML3 ag | Ba/F3 V617F tox | Wee1 degr inh | RBBP9 inh
Cc1ccccc1C(=O)Nc1ccc(Br)c(C)n1 | -0.2 | -0.7 | 16 | 0 | 46 | -0.1 | 2 | 0 | -10
COc1cccc(NC(=O)C2CC(=O)N=C(N)S2)c1 (configuration not stated) | -1.5 | 0.3 | 28 | 3 | 0 | 0.4 | 4 | 2 | 7
O=C(CN1C(=O)c2ccccc2S1(=O)=O)N1CCc2ccccc2C1 | -1.6 | 1.3 | 27 | 1 | 51 | 0.2 | 0 | -2 | -5
Cc1c(C(=O)Nc2ccc(F)cc2)cn2c(nc3ccccc32)c1C#N | 1.9 | 0.9 | 5 | -5 | 55 | 0.7 | -2 | 1 | -1
O=C(OCc1cccs1)c1ccccc1NS(=O)(=O)c1ccc2c(c1)OCCO2 | -1.5 | -1.2 | 11 | 0 | 21 | -0.7 | -4 | -3 | -15
O=[N+]([O-])c1cccc(-c2nnn(C34CC5CC(CC(C5)C3)C4)n2)c1 | -0.8 | 0.2 | 15 | 7 | -53 | 0.3 | -2 | -1 | -2

(continued)
SMILES | TNF necrop inh | TRPN1 ag | PPC-1+TRAIL kill | BaF3 tox | CHOP inh | TRPML3 ag | Ba/F3 V617F tox | Wee1 degr inh | RBBP9 inh
O=C(CSc1ncnc2ccccc12)N1CCCC1 | 1.1 | 1.4 | 13 | 0 | 38 | 0.3 | 1 | -2 | -3
N#C/C(=C/c1ccc(C(=O)O)cc1)C(=O)NCc1ccccc1 | -2.2 | 3.6 | 5 | 7 | -71 | -0.1 | 7 | -1 | -6
CNS(=O)(=O)c1cnccc1N1CCN(c2cccc(C)c2)CC1 | -6.9 | -0.6 | -3 | 2 | 12 | 0.6 | -2 | 3 | 2
COc1cc(OC)cc(C(=O)NC(=S)NNC(=O)Cc2cccs2)c1 | 1.1 | -1.6 | -8 | 5 | 21 | 0.4 | -1 | -3 | -11
O=C(COC(=O)c1ccccc1[N+](=O)[O-])Nc1cc(S(=O)(=O)N2CCOCC2)ccc1N1CCCC1 | 1.1 | -0.8 | 10 | 4 | 2 | -0.2 | 0 | -1 | -2
Cc1ccc(C)c(NC(=O)CSc2nc3nc(-c4cccs4)cc(C(F)(F)F)c3c(=O)[nH]2)c1 | 0.0 | 0.1 | 9 | -6 | 22 | 0.3 | 0 | 0 | -22
Nc1nc(NCc2ccccc2)nc(NCCO)c1[N+](=O)[O-] | 3.0 | 1.9 | 24 | 1 | 24 | 0.0 | 1 | -2 | -2
COc1ccc(C2Nc3ccccc3C(=O)N2Cc2ccco2)cc1COc1ccc(F)cc1 (configuration not stated) | 3.0 | -1.8 | -3 | -2 | 1 | -0.1 | -5 | -2 | -12
Cn1c(CNS(=O)(=O)c2ccc(Br)cc2)n[nH]c1=S | -1.4 | 0.8 | 17 | 2 | -8 | 0.4 | -5 | 1 | -1
CCN(CC(F)(F)C(F)F)S(=O)(=O)c1ccc(NC(=O)OC)cc1 | -2.7 | 0.8 | 2 | 7 | 15 | 0.7 | 2 | -1 | -3
COC(=O)C1=C(C)N(c2ccc(C)c(C)c2)/C(=C/c2ccco2)C1=O | -1.8 | -0.4 | 4 | 4 | 0 | 0.1 | 1 | 0 | -8
COc1ccc(NC(=O)C=C(C)C)cc1Cl | -1.1 | -0.1 | 6 | 5 | -7 | -0.4 | 0 | 0 | -1
CC(CCc1ccccc1)NCc1ccncc1 (configuration not stated) | -0.9 | -0.8 | -21 | 6 | -1 | 1.2 | 1 | 0 | 0
COC(=O)C(/C=N/OCc1ccc([N+](=O)[O-])cc1)NC(=O)c1ccccc1 (configuration not stated) | -1.1 | 2.6 | -1 | 0 | 8 | 3.2 | 0 | 1 | 0
CCOC(=O)C1=C(C)Nc2sc(C(=O)c3ccc(F)cc3)c(N)c2C1c1ccc(C(=O)OC)cc1 (configuration not stated) | 1.9 | 0.5 | 10 | 8 | 30 | 0.2 | 5 | 2 | -8
S=C(NCCSCc1ccc(Cl)cc1)Nc1ccccc1 | -7.0 | -0.6 | 14 | 3 | 80* | -0.8 | -1 | -4 | -5
CCC(C)NC(=S)N1CCN(C(c2ccccc2)c2ccccc2)CC1 (configuration not stated) | 1.2 | -1.3 | 18 | 4 | -8 | -0.5 | 2 | -3 | -8
O=C(NC(Cc1c[nH]c2ccccc12)C(=O)Nc1ccc(F)c([N+](=O)[O-])c1)c1cccs1 (configuration not stated) | -4.1 | 0.2 | 21 | 7 | 4 | 0.7 | -1 | 1 | -1
Cc1ccc(C(=O)NN2CC(O)=C(c3nc(-c4cccc([N+](=O)[O-])c4)cs3)C2=N)cc1 | 1.2 | -0.4 | 20 | 1 | 14 | -0.1 | -5 | -1 | 1
O=C(N/N=C1\CCCc2c1[nH]c1ccc([N+](=O)[O-])cc21)c1ccncc1 | 0.4 | 0.7 | 33 | 5 | -39 | 1.1 | 2 | 1 | -7
CCCCn1c2nc3ccccc3nc2c2c(=O)n(CCC)cnc21 | -8.9 | 0.8 | 7 | 5 | 39 | 1.1 | 0 | 1 | 2
CCN(CC)C1=CC(=[N+]2CCCC2)CC(C)(C)C1 | -11 | 0.2 | 7 | 63* | 11 | 0.6 | 74* | -3 | 10
COC(=O)c1ccc(COc2ccc3c(C)c(C)c(=O)oc3c2C)o1 | 0.5 | -1.0 | 15 | 1 | -7 | 0.7 | 2 | 3 | -7
C/C(=N\NC(=O)C(NC(=O)c1ccccc1)C(C)C)c1ccccc1 (configuration not stated) | -0.6 | 0.3 | -1 | 6 | -5 | 0.2 | 3 | -4 | -11
O=S(=O)(/C=C/c1ccccc1)Nc1ccc2c(c1)OCO2 | 1.2 | -1.2 | 4 | 2 | 55 | -0.6 | 0 | 3 | -3
